Hep lipid drop = inhibitors of hepatocyte lipid droplet formation, primary screen, imaging, high-throughput imaging, BODIPY stain; AML12 mouse hepatocytes, oleate lipid droplets; inhibition, % at 6.5 µM; hit rate 0.4% among 240,000;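 active = lipid droplet intensity inhibited by at least 50%, with more than 500 cells counted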
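Material – mouse AML12 hepatocyte cell line, fixed after treatment · Compound dosing – one dose, 6.5 µM compound · Times – compound with oleate, overnight · Measured by – Image-based BODIPY and DAPI two-channel analysis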
PMI inhibitors = inhibitors of human PMI, primary screen, biochemical, fluorescence intensity, coupled assay (AID 1209); Mannose-6-phosphate isomerase (Homo sapiens); purified PMI enzyme, coupled fluorescence intensity; higher % means a stronger effect; inhibition, % at 20 µM; hits with a dose series show IC50 in µM; hit rate 0.42% among 190,000;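 note: plate controls were DMSO vehicle for no effect and wells lacking substrate for full effect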
TNAP activators = human TNAP enzyme activators, primary screen, biochemical, luminescent, no phosphate acceptor, uHTS (AID 1001). purified TNAP, luminescent activation assay, no phosphate acceptor; higher activation fold means a stronger effect. activation fold at 20 µM; hits with a dose series show EC50 in µM. hit rate 0.03% among 200,000. Alkaline phosphatase, tissue-nonspecific isozyme (Homo sapiens); in the data active = activation fold from about 3, or a potency from the dose series; inactive = the rest, 99 in 100 with activation fold below about 1.6; note: many of its hits are not listed in these tables
Autophagy mod = autophagy modulators in MEF cells, primary screen, imaging, high-content, MEF GFP-LC3. AID 463193, 2010. hit rate 0.98% among 190,000. calls only at 10 µM (by protocol). MEF GFP-LC3 puncta imaging; test concentration mostly 10 µM;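 active = percentage of spot-positive cells more than 3 SD above its plate mean, without a fluorescence outlier flag or 80% toxicity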;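 note: spot-positive cell cutoff set from DMSO-treated cells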
MT stabilizer = microtubule stabilizers in HeLa cells, primary screen, imaging, high-content imaging; % tubulin-high responders, % at 10 µM; HeLa tubulin immunostaining HCS, 24 h; share of cells brighter than vehicle mean+2SD; AID 2205, 2009; hit rate 0.83% among 200,000;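 active = plate Z-score above 3 for both tubulin-high and condensed-nucleus cell shares, with cell loss under 80%, at 10 µM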;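 note: anti alpha tubulin signal scored within the nucleus-defined area of each cell; some results filed as inactive read as strong as hits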
Ins promoter up = insulin promoter activators in MIN6 cells, imaging, high-content screening, mouse beta cells. MIN6 insulin promoter-GFP reporter; active compounds read high. z-score at 5 µM. hit rate 0.3% among 190,000. AID 1625, 2009;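 active = z-score above 3 at 5 µM with at least 500 cells counted in the well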
human PMI inhibitors = human PMI inhibitors, high substrate, primary screen, biochemical, fluorescence intensity, high mannose 6-phosphate (AID 1220) | Mannose-6-phosphate isomerase (Homo sapiens) | hit rate 0.66% among 190,000 | inhibition, % at 20 µM; hits with a dose series show IC50 in µM | recombinant PMI enzyme, coupled fluorescence intensity; higher % means a stronger effect
bCat nuc transl = modulators of beta-catenin nuclear translocation, primary screen, imaging, HeLa cells, immunofluorescence, high-content | nuclear translocation activity, % at 5 µM | hit rate 0.3% among 190,000 | AID 1665, 2009;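 active = nuclear translocation activity above 50% at 5 µM, with a well cell count of 50 or more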;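 note: per-cell ratio of nuclear to cytoplasmic median beta-catenin stain intensity; plate controls were DMSO negative control for no effect and GSK-3 inhibitor IX positive control for full effect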
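System: Human HeLa cells, endogenous beta-catenin | Compound dosing: 5 µM primary, 0.02–20 µM confirmation | Timing: 24 h compound exposure at 37°C, 5% CO2 | Measured by: Fluorescence imaging of beta-catenin antibody stain plus DAPI | Read-out basis: % activation of per-cell nuclear versus cytoplasmic median beta-catenin signal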
T cell modulator = modulators of CD8 T cell-vesicle binding, primary screen, mouse 2C CD8+ T cells, flow cytometry; 2C CD8+ T cell-vesicle binding; active compounds read low; calls only at 7 µM; hit rate 0.068% among 330,000; AID 2052, 2009;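 active = response, share of CD8 T cells binding vesicles, and their 90th percentile fluorescence all below set limits, cut at about 80% in these data, passing the limit was not always enough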
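Test system: purified 2C TCR transgenic mouse naive CD8+ T cells. Probe or stimulus: QL9-peptide-loaded Drosophila micro-vesicles bearing Ld, ICAM-1 and B7-1. Incubation: binding step 1.5 h, 37 °C, antibody labelling 20 min, ice. Measured by: flow cytometry of vesicle-bound cells.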
Ins promoter up cell count = further read-out of Ins promoter up, marked with its call; cell count; measured here: cytotoxicity, nuclei count;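 total cells summed across four imaged fields per well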
Hep lipid drop cells 6.5 µM = also measured in Hep lipid drop; calls as there; cell count; measured here: cell count, cytotoxicity flag;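 cells counted across two imaged fields per well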
bCat nuc transl cell count 5 µM = second read-out of bCat nuc transl, no call of its own (marks repeat the call); cell count; measured here: cell count, cytotoxicity flag
T cell modulator vesicle-bound % = second read-out of T cell modulator, no call of its own (marks repeat the call); double positive events, %; measured here: CD8+ vesicle-bound cell fraction;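 binding gate set so that unloaded-vesicle control wells show 10% double positive cells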
MT stabilizer Hoechst-high % = also measured in MT stabilizer; calls as there; % Hoechst-high responders; measured here: nuclear condensation Hoechst responders;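 share of cells brighter than vehicle mean plus two SD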
MT stabilizer cytotoxicity % = also measured in MT stabilizer; calls as there; toxicity, %; measured here: cytotoxicity by cell density;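 0% = mean cell density of plate MIN control wells and 100% = no cells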
Autophagy mod cell loss 18 h = further read-out of Autophagy mod, marked with its call; toxicity, %; measured here: cell loss, nuclei count;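 cell loss after 18 h compound exposure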
An asterisk follows results filed as active; i = inactive; . = no result given. Cut-off read from the data, not from the text of the source, unless noted: active = inhibition above about 50%; inactive = the rest.

1) COc1ccc(OC)c(NC(=O)C(=O)NCCC2=CCCCC2)c1
2) O=[N+]([O-])c1ccccc1S(=O)(=O)N1CCN(CC2CC3C=CC2C3)CC1 (stereo not given)
3) N#CCCn1cc(/C=N/NC(=O)c2ccncc2)c(-c2ccc(F)cc2)n1
4) O=C(Nc1cccc(-c2nnc(-c3ccco3)o2)c1)C(c1ccccc1)c1ccccc1
5) CC(C)N1CCN(CC#Cc2ccccc2)CC1CCO (stereo not given)
6) CC(=O)NCCCOc1ccc([N+](=O)[O-])cc1Cl
7) CCc1ccccc1NS(=O)(=O)c1ccc2[nH]cc(C(=O)NCC3CCCO3)c(=O)c2c1 (stereo not given)
8) CCOC(=O)c1[nH]c2cc(OC)c(OC)cc2c1NC(=O)CN1CCN(c2ccc(OC)cc2)C(C)C1 (stereo not given)
Screen / compound no.	1	2	3	4	5	6	7	8
Hep lipid drop	11	-1	0	-7	-41	3	-7	11
Hep lipid drop cells 6.5 µM	618	714	640	798	589	411	713	775
PMI inhibitors	6%	22%	15%	10%	.	.	-11%	10%
TNAP activators	1.2	1.1	1.1	1.2	1.1	.	1	1.1
Autophagy mod	i	i	i	i	i	.	i	i
Autophagy mod cell loss 18 h	-2	-1	-9	-21	-16	.	-2	-10
MT stabilizer	1.5	3.7	1.6	3.1	1.5	.	2.8	4.8
MT stabilizer Hoechst-high %	2.6	1.7	2.4	1.7	2.1	.	2.2	2.9
MT stabilizer cytotoxicity %	0.8	3.1	14	5.3	8.2	.	12	17
Ins promoter up	0	.	0.39	-0.55	-0.04	0.83	.	-0.2
Ins promoter up cell count	1385	.	1622	1016	1088	861	.	859
human PMI inhibitors	7%	14%	17%	6%	.	.	-7%	6%
bCat nuc transl	-3.1	0.6	3.7	.	0.9	0.2	-3.4	0.2
bCat nuc transl cell count 5 µM	1026	1573	1025	.	1446	1289	1190	1012
T cell modulator	i	i	i	i	i	i	i	i
T cell modulator vesicle-bound %	41	53	56	43	59	46	35	34

9) Cc1ccc(NC(=O)/C=N/OCC(=O)NCc2ccccc2Cl)cc1
10) Cc1nc(Nc2cccc(O)c2)c2c3c(sc2n1)CCC3
11) COc1ccc(Br)cc1CNC(=O)C1CCN(S(=O)(=O)N2CCC(C)CC2)CC1
12) COc1ccc(N2CC(C(=O)NCCCN3CCOCC3)CC2=O)cc1 (stereo not given)
13) CCC(C)NCCOCCOc1ccc(Cl)c(C)c1C (stereo not given)
14) O=C(Cn1ccsc1=NC(=O)C(F)(F)F)c1ccccc1
15) COC(=O)C1=C(N)OC2=C(C(=O)CCC2)C1c1cccs1 (stereo not given)
16) Cc1cc(C)n2nc(C(=O)N3CCN(c4ccc([N+](=O)[O-])cc4)CC3)nc2n1
Screen / compound no.	9	10	11	12	13	14	15	16
Hep lipid drop	-12	11	2	.	-14	.	-5	-2
Hep lipid drop cells 6.5 µM	719	679	750	.	661	.	708	682
PMI inhibitors	.	.	-5%	-11%	-8%	-2%	15%	2%
TNAP activators	.	.	1.2	1	1.1	1.2	1.1	0.9
Autophagy mod	.	.	i	i	i	i	i	i
Autophagy mod cell loss 18 h	.	.	16	-1	0	4	-5	1
MT stabilizer	.	.	1.9	1.4	4.7	2.4	1.6	2.2
MT stabilizer Hoechst-high %	.	.	3.0	1.1	3.8	2.2	0.3	2.5
MT stabilizer cytotoxicity %	.	.	13	6.5	6.7	7.9	24	3.9
Ins promoter up	-0.37	-0.23	0.15	-0.18	-0.87	0.46	0.05	-0.46
Ins promoter up cell count	1015	1041	1355	1549	1363	1594	1270	1233
human PMI inhibitors	.	.	-8%	-1%	-16%	-2%	9%	-3%
bCat nuc transl	0.6	0.0	-4.6	-0.3	-4.0	3.5	.	-0.9
bCat nuc transl cell count 5 µM	1300	1302	606	1282	535	1303	.	1115
T cell modulator	i	i	i	i	i	i	i	i
T cell modulator vesicle-bound %	23	52	47	34	52	22	14	62

17) COCC(C)n1c(C)cc(C(=O)COC(=O)c2ccc3c(c2)NC(=O)CS3)c1C (stereo not given)
18) COc1nc(-c2ccccc2)ccc1-c1noc(-c2ccc(F)cc2)n1
19) CC(C)(C)c1ccc(C(=O)c2c[nH]c(C(=O)O)c2)cc1
20) Cc1nc(N2CCN(S(=O)(=O)c3cccc4nonc34)CC2)c2c3c(sc2n1)CCCC3
21) O=C(NC1=NCCS1)c1ccc(OCC2CCCO2)cc1 (stereo not given)
22) O=C(Cc1ccccc1)NNS(=O)(=O)c1ccc(F)cc1
23) O=C(CSc1nnc(-c2cccnc2)n1-c1ccccc1)Nc1ccccc1
24) Cc1ccccc1-c1nnc(SCCC(=O)N2CCOCC2)o1
Screen / compound no.	17	18	19	20	21	22	23	24
Hep lipid drop	10	.	3	.	.	3	4	-31
Hep lipid drop cells 6.5 µM	571	.	678	.	.	777	764	593
PMI inhibitors	6%	-2%	-5%	11%	7%	.	0%	-28%
TNAP activators	1.2	1.1	1	1	1.2	1	1.1	1
Autophagy mod	i	.	i	i	i	i	i	i
Autophagy mod cell loss 18 h	0	.	-6	7	-3	22	8	1
MT stabilizer	1.8	.	3.7	4.7	3.5	3.3	2.3	2.4
MT stabilizer Hoechst-high %	4.3	.	1.9	0.8	1.8	2.5	1.1	2.7
MT stabilizer cytotoxicity %	8.5	.	4.5	1.1	8.5	5.0	4.7	6.8
Ins promoter up	-1.2	0.11	0.48	-0.19	0.12	-1.1	0.44	0.55
Ins promoter up cell count	1241	1167	1630	1178	1490	1601	1272	1136
human PMI inhibitors	11%	-4%	-5%	15%	1%	.	6%	-19%
bCat nuc transl	.	4.0	-1.4	-3.5	-3.3	-0.1	-2.7	-0.4
bCat nuc transl cell count 5 µM	.	745	1057	912	1009	1495	1186	1135
T cell modulator	i	.	i	i	i	i	i	i
T cell modulator vesicle-bound %	52	.	61	20	26	23	5	48

Arranged by the number under T cell modulator vesicle-bound % (highest first): 3 of the compounds above
No. | molecule | T cell modulator vesicle-bound %
12 | COc1ccc(N2CC(C(=O)NCCCN3CCOCC3)CC2=O)cc1 (stereo not given) | 34
14 | O=C(Cn1ccsc1=NC(=O)C(F)(F)F)c1ccccc1 | 22
15 | COC(=O)C1=C(N)OC2=C(C(=O)CCC2)C1c1cccs1 (stereo not given) | 14

The results go on.
25) Cc1cc[n+](C(C)C(=O)c2ccc(-c3ccccc3)cc2)cc1 (stereo not given)
26) COc1ccc(/C=C/c2c([N+](=O)[O-])c(=O)n(C)c(=O)n2C)cc1
27) CCc1cccc(NS(=O)(=O)c2ccc3c(c2)CCC(=O)N3)c1
28) Cc1cccc(OCC(=O)Nc2ccccc2-c2ccccc2)c1
29) O=C1NN=C(c2ccccc2)CC1c1c[nH]c2ccccc12 (stereo not given)
30) COc1ccccc1NC(=O)Cn1nc(-c2ccc(Cl)cc2)c2ccccc2c1=O
31) COc1ccc(-c2nc(CN(CC3CCC(=O)N3)C(C)C)c(C)o2)c(C)c1C (stereo not given)
32) CCc1nnc(NC(=O)CSc2ncnc3scc(-c4ccc(C)cc4)c23)s1
33) Cc1onc(C(=O)NN)c1-c1csc(COc2ccc(Cl)cc2)n1
34) Cc1ccc(N2C(=O)c3cccc4cccc(c34)C2=O)cc1
Screen / compound no.	25	26	27	28	29	30	31	32	33	34
Hep lipid drop	3	0	-5	-10	28	9	3	.	11	5
Hep lipid drop cells 6.5 µM	676	713	705	641	640	791	727	.	687	728
PMI inhibitors	-26%	-9%	2%	-3%	-18%	5%	10%	5%	.	-1%
TNAP activators	0.9	1.1	1.1	1.1	1.2	0.9	1	1.1	.	1
Autophagy mod	i	i	i	i	i	i	i	i	.	i
Autophagy mod cell loss 18 h	-14	13	3	-17	2	-4	3	-21	.	-1
MT stabilizer	1.8	3.8	2.4	1.7	2.4	1.5	3.6	2.6	.	0.8
MT stabilizer Hoechst-high %	1.1	2.0	2.1	1.7	2.6	2.6	1.0	1.4	.	1.6
MT stabilizer cytotoxicity %	0.5	1.6	3.9	1.1	1.9	7.5	3.7	6.2	.	3.3
Ins promoter up	-0.34	-0.36	-0.7	1.2	-0.16	-0.21	.	-0.05	0.66	0.11
Ins promoter up cell count	1162	1262	1336	1222	1150	894	.	1655	1445	1480
human PMI inhibitors	-8%	-5%	3%	4%	-8%	-8%	5%	-3%	.	-4%
bCat nuc transl	0.1	0.6	-1.0	.	-1.1	-3.3	-0.2	-0.8	3.0	-0.3
bCat nuc transl cell count 5 µM	1007	1104	1137	.	1043	1182	944	1318	1132	986
T cell modulator	i	i	i	i	i	i	i	i	i	i
T cell modulator vesicle-bound %	18	33	28	44	11	52	48	37	12	39
